Tb PFK inh: qHTS Assay to Find Inhibitors of T. brucei phosphofructokinase; 0.17% of 330,000 active; AID 485367, 2010; Potency, µM (doses to about 57.5 µM), for inactives: at the top dose activity, negative = inhibition, hits mostly inhibitors; T. brucei PFK, ADP-Glo luminescence; ATP-dependent 6-phosphofructokinase (Trypanosoma brucei brucei), O15648;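 also: potency is read from the fitted curve at half-maximal effect; 0% = uninhibited 1x PFK enzyme wells and -100% = no-enzyme wells; nearly all actives have a fitted effect of over 60% in size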
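In TEA buffer at pH 8.0 with 5 mM MgCl2, enzyme (1.25 nM) converted F6P (0.5 mM) and ATP (0.1 mM) for 45 min at room temperature. ADP product was read by luciferase luminescence.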
S-ASM inh: Inhibitors of Secretory Acid Sphingomyelinase (S-ASM): qHTS; Sphingomyelin phosphodiesterase (Homo sapiens), P17405; placental ASM, HMU-PC fluorogenic substrate, 60 min; 0.006% of 340,000 active; Potency, µM (series often up to 57.5 µM), for the others: top-dose activity change, negative = inhibition, actives largely listed as inhibitors; also: potency is read from the fitted curve at half-maximal effect
Target sequence (P17405 47-631 limits assumed): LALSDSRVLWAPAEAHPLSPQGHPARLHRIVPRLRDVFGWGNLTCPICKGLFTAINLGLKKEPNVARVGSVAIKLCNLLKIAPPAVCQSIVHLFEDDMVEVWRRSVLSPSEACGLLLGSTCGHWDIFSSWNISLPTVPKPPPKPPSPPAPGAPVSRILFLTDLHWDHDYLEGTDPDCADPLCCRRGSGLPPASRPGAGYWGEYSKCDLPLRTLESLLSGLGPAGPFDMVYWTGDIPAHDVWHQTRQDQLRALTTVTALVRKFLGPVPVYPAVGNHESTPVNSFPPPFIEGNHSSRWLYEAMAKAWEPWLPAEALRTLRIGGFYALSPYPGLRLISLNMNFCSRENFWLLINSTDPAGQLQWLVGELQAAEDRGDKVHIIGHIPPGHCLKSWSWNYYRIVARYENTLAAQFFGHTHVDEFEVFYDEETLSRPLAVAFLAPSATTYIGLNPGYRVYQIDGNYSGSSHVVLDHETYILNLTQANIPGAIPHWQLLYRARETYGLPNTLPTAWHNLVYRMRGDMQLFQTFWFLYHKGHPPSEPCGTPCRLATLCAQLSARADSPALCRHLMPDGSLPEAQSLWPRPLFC
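Fluorescence read-out (Ex 386 nm, Em 447 nm) after stopping the reaction at pH 10. Enzyme: ASM from human placenta; substrate HMU-PC0, 9 uM final; 60 min, 37 °C. Compound preincubation 10 min, ambient temperature.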
TSHR antag: Antagonists of the Thyroid Stimulating Hormone Receptor: HTS campaign; TSHR-expressing cells, TSH-stimulated cAMP HTRF, 2 h; hits give low values; activity change, negative = inhibition, % at 11.5 µM; 0.2% of 330,000 active; AID 504810, 2011;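 active = activity change below a set negative limit, meaning inhibition stronger than a set level, cut at about -70% in these data; inconclusive = activity change between two set negative limits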; also: % is scaled to controls: 0 for no effect and ±100 for the full control effect
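TSHR-expressing cells, 200/well, pre-treated with compound, then stimulated with EC80 TSH (4nM final) for 2 hours at 37 deg C. cAMP measured by competitive HTRF: anti-cAMP cryptate antibody in lysis buffer plus cAMP-d2, read after 30 minutes at room temperature.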
Mito fusion yeast: qHTS Assay for Small Molecule Inhibitors of Mitochondrial Division or Activators of Mitochondrial Fusion | AID 485298, 2010 | 0.23% of 320,000 active | Potency, µM (series often up to 46.1 µM), for the others: top-dose growth rescue (activation), hits mostly activators | S. cerevisiae fusion-defective mutant growth rescue, CellTiterGlo 48 h;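 also: potency is read from the fitted curve at half-maximal effect; % of control where 0% means no effect; nearly all actives have a fitted effect of over 45% in size; temperature-sensitive fusion mutants such as fzo1-1 at 37 °C on non-fermentable ethanol glycerol medium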
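Temperature-sensitive fusion-defective S. cerevisiae (e.g. fzo1-1, mgm1-5) were grown with compound in YPEG medium (3% ethanol, 3% glycerol) for 48 hours at 37C. Growth rescue was measured as viability by CellTiterGlo luminescence after 10 minutes at ambient.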
TCR activator: Activators of T cell receptors: qHTS campaign; Potency, µM (series often up to 9.22 µM), without a hit: at the top dose activation of IL-2 secretion, hits mostly activators; AID 504894, 2011; primary human leukocytes, anti-CD3, IL-2 HTRF, 48 h; 330,000 tested, under 10 active; also: % of control where 0% means no effect
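Activity was scored as IL-2 release from primary human leukocytes given only a TCR signal (a-CD3 beads) plus compound for 48 hr. Detection used a two-antibody HTRF format read at 665nm.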
AT treatment: qHTS Assay for Identifying a Potential Treatment of Ataxia-Telangiectasia. […] A-T fibroblasts, KAP-1 phosphorylation AlphaLISA; neocarzinostatin DNA damage 30 min before lysis. Potency, µM (series often up to 57.5 µM), for the others: top-dose activation, most hits filed as activators. 0.19% of 320,000 active. AID 485349, 2010; also: potency is read from the fitted curve at half-maximal effect; % of control where 0% means no effect; nearly all actives have a fitted effect of over 45% in size
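ATM-like activity read as KAP-1 phosphorylation via AlphaLISA donor/acceptor antibody pairs after lysis and 6 hr at 25C. Cells were ATM-null patient fibroblasts ([…], hTERT), dosed 60 min, then exposed to the DSB inducer NCS for 30 min.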
a7 integrin act: qHTS for Activators of Integrin-Mediated Alleviation for Muscular Dystrophy. alpha7betagal myoblasts, beta-gal FDG fluorescence, 48 h. Potency, µM (highest dose often 38.3 µM), for inactives: at the highest dose activation, hits mostly activators. 0.064% of 350,000 active;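 also: potency is read from the fitted curve at half-maximal effect; 100% = response of the positive control SU9516; nearly all actives have a fitted effect of over 60% in size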
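Alpha7betagal+/- myoblasts (passage 13) were plated 16-24 hr, then exposed to compounds (1:260 dilution of DMSO stock) for 48 hours at 37C. After MPER lysis, β-galactosidase reporter activity was read as FDG fluorescence (ex 480/em 540) after 30 minutes.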
Eya2 inh: qHTS Assay for Inhibitors of the Phosphatase Activity of Eya2; recombinant Eya2, OMFP fluorescence dephosphorylation (OMFP is methylfluorescein phosphate); Potency, µM (series often up to 76.9 µM), for inactives: at the highest dose activity, negative = inhibition, most hits filed as inhibitors; 0.006% of 330,000 active; AID 488837, 2010; also: potency is read from the fitted curve at half-maximal effect; % is scaled to controls: 0 for no effect and ±100 for the full control effect
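Eya2 protein (added as 0.2 uM solution) was preincubated with compound for 10 min at ambient temperature in 50 mM HEPES pH 7.5, 50 mM NaCl, 5 uM MgCl2, 0.05% BSA, 1 mM DTT. OMFP (added at 50 uM) then reacted 10 min; fluorescence read at 485/525 nm.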
TSG101-PTAP inh: qHTS Assay for Iinhibitors of HIV-1 Budding by Blocking the Interaction of PTAP/TSG101; Tumor susceptibility gene 101 protein (Homo sapiens), Q99816; Fluorescence polarization, FITC-PTAP peptide / Tsg101 binding; Potency, µM (highest dose often 115 µM), for inactives: at the highest dose activity change, negative = inhibition, actives largely listed as inhibitors; 340,000 tested, under 10 active; AID 493005, 2010; active = well fitted inhibition curve with a large enough effect in the main read-out, with a control signal flat, not every such curve was filed as active; inconclusive = small, poorly fitted or top-dose-only effect, or effect the other way, or a change in a side signal; inactive = no such curve, though single readings can be large or run the other way; also: potency is read from the fitted curve at half-maximal effect; % of control where 0% means no effect
Target sequence (Q99816 whole entry, looked up): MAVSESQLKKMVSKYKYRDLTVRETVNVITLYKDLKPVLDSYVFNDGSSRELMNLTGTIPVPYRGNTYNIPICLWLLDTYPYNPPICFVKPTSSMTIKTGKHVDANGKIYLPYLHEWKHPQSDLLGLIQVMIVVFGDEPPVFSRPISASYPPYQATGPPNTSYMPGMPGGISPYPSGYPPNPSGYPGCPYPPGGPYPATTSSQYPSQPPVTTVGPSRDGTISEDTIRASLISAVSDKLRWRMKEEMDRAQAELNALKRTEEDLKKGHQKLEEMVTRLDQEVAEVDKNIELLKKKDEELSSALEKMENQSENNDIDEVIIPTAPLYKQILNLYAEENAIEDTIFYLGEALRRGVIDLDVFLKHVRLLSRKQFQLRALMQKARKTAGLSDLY
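Fluorescence polarization binding of Tsg101 binding domain (10 uM final) to FITC-labeled PTAP peptide (50 nM final) in HEPES pH 7.5 buffer with NaCl, Tween 20, EDTA, TCEP. Compounds added before peptide; binding 20 min at RT.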
ELG1 DNA repair: qHTS screen for small molecules that inhibit ELG1-dependent DNA repair in human embryonic kidney (HEK293T) cells expressing luciferase-tagged ELG1; HEK293T ELG1-luciferase reporter, luminescence, 16 h; DNA damage induced by 5-fluorouridine; Potency, µM (top dose mostly 46.1 µM), for the others: at the top dose activity change, negative = inhibition, most hits filed as inhibitors; 2.3% of 330,000 active; AID 504467, 2011; also: potency is read from the fitted curve at half-maximal effect; % is scaled to controls: 0 for no effect and ±100 for the full control effect; nearly all actives have a fitted effect of over 55% in size
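Quantitative HTS, concentration-response format. 2,000 cells/well co-treated with 5-fluorouridine and compound, 16 hr in 5% CO2 at 37 °C; ONE-Glo luminescence read after 30 min.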
Chronic BCR inh: qHTS Assay to Find Inhibitors of Chronic Active B-Cell Receptor Signaling; AID 493014, 2011; 0.05% of 340,000 active; ABC-DLBCL IkBa-CBG/CBR reporter, luminescence ratio, 4 h; Potency, µM (highest dose often 46.1 µM), for the others: at the highest dose ratio change, negative = lower green/red ratio, usual class: inhibitors; active = well fitted inhibition curve with a large enough effect in the signal ratio, with a control signal flat, not every such curve was filed as active; inconclusive = small, poorly fitted or top-dose-only effect, or effect the other way, or a change in a side signal; the % refers to the signal ratio;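 also: potency is read from the fitted curve at half-maximal effect; plate controls were basal doxycycline-induced cells for no effect and cells given 10 µM MG132 for full effect; MG132 reads +100%, hits lower the ratio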
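TMD8 human ABC-DLBCL cells with doxycycline-inducible IκBα–green luciferase fusion and unfused red luciferase, in 0.5% FBS medium; compounds up to 46 uM, 4 h at 37C. Green/red luminescence ratio, filter-overlap corrected, fitted to concentration-response curves.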
Starred values were filed as active, the others as inactive; ? = inconclusive; . = no result given; [ ] = dose if it differs, or a comment. Unless noted, calls follow the shape of the dose curve; as a rule, active = well fitted curve in the direction sought with a large enough effect; inconclusive = small, poorly fitted or top-dose-only effect, or another doubt; inactive = no such curve, though single readings can be large; an effect the other way counts as inactive or inconclusive.

SMILES	Tb PFK inh	S-ASM inh	TSHR antag	Mito fusion yeast	TCR activator	AT treatment	a7 integrin act	Eya2 inh	TSG101-PTAP inh	ELG1 DNA repair	Chronic BCR inh
CC1(c2nnc(-c3ccncc3)o2)CC(c2c(Cl)cccc2Cl)=NO1 (configuration not stated)	-10%	-4%	19	-10%	11%	-6%	-33%	-12%	-1%	?	-16%
COc1ccc(OC)c(NC(=O)c2ccc3nc(-c4ccccc4)c(-c4ccccc4)nc3c2)c1	-4%	.	-2	19%	4%[46.1 µM]	-13%	.	-3%	.	23µM*	-15%
CCOC(=O)c1ccc(S(=O)(=O)N2CCN(CC(=O)NC(=O)NC3CCCCC3)CC2)cc1	2%	-1%	-2	-1%	11%	-16%	13%	6%	-6%	?	?
OCCC1CN(Cc2cc3c(cc2Cl)OCO3)CCN1C1CCCC1 (configuration not stated)	-3%	-3%	19	0%	0%	6%	0%	-2%	-2%	-8%	-23%
C[C@H](CO)N1C[C@H](C)[C@@H](CN(C)Cc2ccccc2)Oc2c(NC(=O)C3CCCCC3)cccc2C1=O	4%	-3%	-12	.	-2%	9%	-18%	-17%	3%	-2%	?
CCCc1nnc(SCC(=O)N2C(C)CCCC2C)n1CCCOC (configuration not stated)	-1%	0%	12	0%	.	-1%	16%	14%	-1%	0%	-3%
CC(NC(=O)c1ccc(CS(C)(=O)=O)cc1)c1ccc(-n2ccnc2)cc1 (configuration not stated)	1%	1%	6	1%	2%	-13%	8%	-8%	.	0%	4%
COc1cc(F)ccc1CN1CCC(C(=O)Nc2ccc(Oc3ccccc3)nc2)CC1	1%	1%	1	-5%	2%	-10%	0%	4%	-11%	-9%	10%
NC(=O)c1nsc(C(=O)N(Cc2ccco2)C(C(=O)NCc2ccccc2)c2ccc(O)cc2)c1N (configuration not stated)	-5%	30%[activator]	15	1%	1%	7%	6%	-15%	-5%	?	-6%
Cc1cccc([C@@H]2[C@@H]3C(=O)N(Cc4ccccc4)C(=O)[C@@H]3[C@]3(Cc4ccc(Cl)cc4)C(=O)N(c4ccc(Br)cc4)C(=O)N23)c1	0%	-1%	-7	4%	-2%	1%	0%	-4%	1%	8%	?
COc1ccccc1CN1CCC(n2nccc2NC(=O)CCOc2ccccc2)CC1	0%	3%	5	0%	1%	19%	-18%	-9%	-7%	-4%	?
CCCC1=[N+](CC(=O)c2ccccc2)CCn2c(C)ccc21	-3%	59%[activator]	-4	-1%	4%	10%	-33%	6%	1%	0%	6%
CCc1noc(C)c1C(=O)N1CCN(S(=O)(=O)c2c(C)c(C)cc(C)c2C)CC1	-7%	-1%	6	3%	0%	-4%	-3%	-34%	0%	-15%	2%
CCCc1[nH]nc2c1C(c1cccc(OC)c1)C(C#N)=C(N)O2 (configuration not stated)	0%	0%	0	-2%	0%	-1%	-4%	-29%	0%	-14%	0%
Cn1nnnc1Sc1ncnc2scc(-c3ccc(F)cc3)c12	0%	-2%	33	0.79µM*	1%	5%	-38%[inhibitor]	-22%	-8%	20%	?
Cc1nn(Cc2ccccc2Cl)c2sc(C(=O)NC(C)(C)C)cc12	2%	-11%	-3	8%	0%	4%	-24%	7%	1%	3%	?
O=C(CN(C(=O)c1ccco1)c1cccc(F)c1)NCc1ccc(F)cc1	-5%	-2%	-5	1%	0%	0%	-1%	20%	-3%	-3%	2%
O=C(CSc1nc2ccccc2[nH]1)c1ccco1	-3%	5%	-1	0%	-3%	8%	15%	0%	-6%	?	-9%
Cc1ccc(NC(=O)c2ccc(OCc3c(C)noc3C)cc2)cc1C	-2%	-21%	.	.	4%	0%	-22%	-5%	5%	10µM*	-1%
Cc1ccccc1NC(=O)NC1CCCCCCC1	4%	-1%	-6	-1%	4%	4%	-19%	-7%	-2%	?	-11%
COc1ccccc1S(=O)(=O)Cc1ccc(C(=O)NCc2ccc(C)cc2)o1	-1%	-2%	-3	8%	3%	1%	-16%	0%	-7%	-7%	-10%
CC(C)n1cc(CN2CCN(CCc3ccccc3)C(CCO)C2)cn1 (configuration not stated)	-1%	2%	-13	-6%	-8%	4%	8%	-16%	-5%	6%	-3%
CC1(C)CC(=O)C2=C(C1)OC(N)=C(C#N)C2c1ccc2c(c1)OCO2 (configuration not stated)	0%	-1%	2	1%	-1%	2%	0%	1%	0%	14%	4%
Cc1cc(NC(=O)[C@H](C)NC(=O)c2ccco2)ccc1Br	-13%	-3%	3	-8%	1%	5%	-13%	10%	-7%	-1%	6%
CCOC(=O)N1CCN(c2nc(-c3cccc(OC)c3)cc(C(F)(F)F)n2)CC1	-3%	-1%	-20	-3%	0%	4%	-19%	9%	2%	-24%	3%

Remaining list, next part.
SMILES	Tb PFK inh	S-ASM inh	TSHR antag	Mito fusion yeast	TCR activator	AT treatment	a7 integrin act	Eya2 inh	TSG101-PTAP inh	ELG1 DNA repair	Chronic BCR inh
COc1ccc2cc(S(=O)(=O)NC3CC(C)(C)NC(C)(C)C3)ccc2c1	0%	3%	1	1%	-4%	10%	-42%	1%	-4%	-5%	-1%
COc1ccc(NC(=O)C2C3C=CC4(CN(Cc5cccnc5)C(=O)C24)O3)c(OC)c1 (configuration not stated)	6%	6%	-3	3%	8%	.	9%	-7%	-2%	-1%	-3%
O=C(CCSCc1cccc(Cl)c1)NC1CCCC1	-4%	4%	-1	8%	-3%[46.1 µM]	1%	-17%	-2%	0%	23%	6%
C/C(=N\NC(=O)c1nn(C)cc1Cl)c1ccncc1	-1%	4%	13	0%	13%[46.1 µM]	3%	-12%	0%	-3%	9%	?
Cc1ccc(S(=O)(=O)N2CCOCC2)cc1C(=O)OCC(=O)Nc1ccc2[nH]c(=O)[nH]c2c1	?	1%	-3	-2%	2%	1%	18%	18%	1%	-3%	6%
Cc1[nH]c2ccccc2c1N=Nc1c(C)n(C)n(-c2ccccc2)c1=O	0%	-17%	4	6%	-3%	-4%	6%	5%	-3%	13µM*	-17%
CCCC[C@H]1COCCS(=O)(=O)N1Cc1ccc(Br)cc1	2%	-14%	-9	-8%	6%	9%	-6%	-12%	-5%	-58%	0%
O=[N+]([O-])c1cc(/C=N/NC(=S)Nc2ccccc2Cl)ccc1Cl	4%	-1%	-9	0%	.	-6%	-37%	-1%	-1%	0%	0%
CC1=NNC(=O)C1CCC(=O)N/N=C/C(Br)=C/c1ccccc1 (configuration not stated)	7%	0%	4	9%	4%[46.1 µM]	3%	-6%	0%	-1%	13%	?
COc1ccc(Nc2ncnc3ccc(C)cc23)cc1	-3%	1%	-5	-3%	.	1%	3.5µM*	-10%	0%	?	?
C=CCNC(=O)Nc1ccc2nc(C)sc2c1	0%	7%	1	-1%	.	6%	-17%	-12%	-3%	?	-10%
Cc1ccc(CN2CCN(Cc3cccn3-c3ccccn3)CC2CCO)cc1 (configuration not stated)	-2%	1%	12	-1%	-3%	-2%	-14%	8%	-2%	6%	-19%
Cc1cc(C)n(-c2nc(NCCC(C)C)c3c4c(sc3n2)COC(C)(C)C4)n1	-3%	10%	11	4%	3%	.	-17%	15%	-1%	18µM*	-16%
Cn1c(=O)c2cc(S(=O)(=O)NC(C(=O)Nc3cccnc3)c3ccccc3)ccc2n(C)c1=O (configuration not stated)	-8%	1%	5	3%	1%	0%	-14%	0%	-2%	7%	?
COc1ccc(Cl)cc1-c1n[nH]c(=S)n1Cc1ccccc1	1%	-20%	-16	-1%	-2%	-1%	5%	-15%	-3%	-2%	5%
